Compound activity as filed in PubChem.
FECH block: inhibitors of human ferrochelatase; calls only at 10 µM (by protocol); actives 3.3% (n = 20,000); purified FECH, Ni-mesoporphyrin absorbance 550 nm; P22830;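 active = enzyme reaction rate more than 3 SD below the solvent-only control wells on the same plate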;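 also: lower slope than DMSO wells means FECH inhibition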
Target sequence (P22830 whole entry, looked up): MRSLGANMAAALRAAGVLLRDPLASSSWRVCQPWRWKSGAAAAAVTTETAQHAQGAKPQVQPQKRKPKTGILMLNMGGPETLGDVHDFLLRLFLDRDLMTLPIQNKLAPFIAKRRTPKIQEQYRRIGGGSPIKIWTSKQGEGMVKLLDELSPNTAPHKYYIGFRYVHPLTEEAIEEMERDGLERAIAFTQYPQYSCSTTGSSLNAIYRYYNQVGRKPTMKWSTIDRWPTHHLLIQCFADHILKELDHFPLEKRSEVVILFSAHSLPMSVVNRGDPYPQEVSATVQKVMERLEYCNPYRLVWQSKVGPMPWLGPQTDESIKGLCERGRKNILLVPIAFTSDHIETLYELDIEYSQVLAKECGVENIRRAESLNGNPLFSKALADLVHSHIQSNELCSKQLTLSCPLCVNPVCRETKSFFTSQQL
Calls only; i = inactive; + = active, no number.

Start of the listing, in advance:
| Structure | FECH block |
| --- | --- |
| CCOC(=O)Cn1c(=O)n(-c2ccc(F)cc2)c2nc(-c3ccc(SC)cc3)nc(C(N)=O)c21 | i |
| CCCn1cnc2nc(CSc3ccccc3NC(=O)c3ccc(F)cc3)cc(=O)n21 | + |
| Cc1ccc(N2C(=O)CCS2(=O)=O)cc1S(=O)(=O)Nc1ccccn1 | i |

All compounds of this part, from the first entry:
| Structure | FECH block |
| --- | --- |
| CCOC(=O)Cn1c(=O)n(-c2ccc(F)cc2)c2nc(-c3ccc(SC)cc3)nc(C(N)=O)c21 | i |
| CCCn1cnc2nc(CSc3ccccc3NC(=O)c3ccc(F)cc3)cc(=O)n21 | + |
| Cc1ccc(N2C(=O)CCS2(=O)=O)cc1S(=O)(=O)Nc1ccccn1 | i |
| CCc1cn[nH]c1C1CCCN(C(=O)c2nn3cc(C)cnc3c2Cl)C1 (stereo unspecified) | i |
| Cc1ccc2[nH]c(CN3CCOC(C(F)(F)F)C3)nc2c1C (stereo unspecified) | i |
| O=C(CCN1CCC(CCn2cccn2)CC1)Nc1nccs1 | i |
| COc1ccc(-c2ccc(F)c(CO)c2)nn1 | i |
| CCC1=C(c2ccc(OC)cc2)S(=O)(=O)N(CC(=O)Nc2ccc(OC)c(OC)c2)C1=O | i |
| COc1ccccc1Cn1c(CNS(=O)(=O)c2cccs2)nc2cccnc21 | i |
| COC(=O)CNC(=O)NCCn1c(-c2ccccc2)nc2cccnc21 | + |
| CC1CCN(C(=O)C2CCCN(c3ncnc4c3nc3n4CCCCC3)C2)CC1 (stereo unspecified) | i |
| CN(C)c1ncccc1CNC(=O)c1ccc(Cn2ccnc2)o1 | i |
| COc1ccc(-c2cc3n(n2)CCC(=O)N3Cc2ccc(C(=O)Nc3cccc(F)c3)cc2)cc1 | i |
| COc1ccccc1-n1cc(C(=O)N2[C@@H]3CC[C@H]2CNC(=O)C3)cn1 | i |
| CCc1cc(CN(C)C(=O)C2(c3ccc(F)cc3)CCOCC2)on1 | i |
| CCc1ncc(C(=O)NCc2cc3c(nc2OC)CN(CC)C3=O)cn1 | i |
| COc1ccccc1NC(=O)Nc1nc(CC(=O)N2CCCCC2)cs1 | i |
| CCOC(=O)C1CCC(CNC(=O)NCCCn2c(C(F)(F)F)nc3cccnc32)CC1 (stereo unspecified) | i |
| COc1ccc(S(=O)(=O)NCCn2c(-c3ccc(C)cc3)nc3cccnc32)cc1Cl | i |
| CCOc1c(Nc2cc(OC)ccc2OC)c(=O)c1=O | i |
| COc1ccc(NC(=O)CN2CCCN(Cc3ccccc3)S2(=O)=O)cc1Cl | i |
| Cc1nc2nc(C)c(NC(=O)Nc3ccccc3Cl)c(=O)n2[nH]1 | i |
| Cc1cc(Sc2ccccc2NC(=O)c2ccccc2C)n2nc(-c3ccccc3)nc2n1 | i |
| CSc1nc(NC(C)C(=O)O)c(C#N)c(-c2ccc(C)cc2)n1 (stereo unspecified) | i |
| O=C(CN1C(=O)CCc2cc(S(=O)(=O)N3CCCC3)ccc21)NCCc1nc2ccc(F)cc2[nH]1 | i |
| CCC(C)NC(=O)C1CCN(c2ccc(-c3ccc(F)cc3)nn2)CC1 (stereo unspecified) | i |
| Cc1cc(C)n(CC(C)NCCN2CCc3ccccc32)n1 (stereo unspecified) | i |
| Cc1cc(NC(=O)c2ccccc2C(F)(F)F)n(-c2ncnc3c2cnn3-c2ccccc2)n1 | i |
| COC(=O)[C@H]1C[C@@H](O)CCN1S(=O)(=O)c1cc(C)c(Cl)cc1C | i |
| O=C(NC1CCCC1)C1CCN(c2ccc(-c3ccc(F)cc3)nn2)CC1 | i |
| CCCc1cc(Sc2ccc(NC(=O)c3ccccc3C)cc2)n2ncnc2n1 | i |
| O=C(CSc1nc(-c2ccc3c(c2)OCO3)nc2cc(=O)[nH]n12)N1CCc2ccccc2C1 | i |
| COc1ccc(C(=O)Nc2cc(C)nn2-c2ncnc3c2cnn3-c2ccc(Cl)cc2)c(OC)c1 | i |
| COc1cccc(Nc2nc(N3CCN(CCO)CC3)nc3c2cnn3-c2ccccc2)c1 | i |
| Cc1oc(C(C)C)cc1C(=O)NCCC1CN(C)CCO1 (stereo unspecified) | i |
| O=C1CCC(=O)N1c1nc2n(n1)C(c1ccccc1Cl)C=C(c1ccc(Cl)cc1)N2 (stereo unspecified) | i |
| O=C(c1ccncn1)N1CCCC2(C=Cc3ccccc3O2)CC1 (stereo unspecified) | i |
| Cc1ccc(-c2ncc3c(=O)n(CCOc4ccccc4)c(=O)n(C)c3n2)cc1 | i |
| Cc1cccc(C)c1NC(=O)CN1CCCN(Cc2ccccc2)S1(=O)=O | i |
| CCC(=O)Nc1nc2n(n1)C(c1ccc(F)cc1)C=C(c1ccccc1)N2 (stereo unspecified) | i |
| Cc1ccc(NC(=O)COc2ccccc2)cc1OCc1cc(=O)n2cccc(C)c2n1 | + |
| COCCN1CCC(C(=O)N2CCC3(C=Cc4ccccc43)CC2)C1 (stereo unspecified) | i |
| O=C(Nc1cccc(N2CCCS2(=O)=O)c1)c1ccccc1C(F)(F)F | i |
| COc1nccnc1N1CCC(N2CCCC(C(=O)N3CCOCC3)C2)CC1 (stereo unspecified) | i |
| Cc1nc(C(C)N(C)Cc2ccnc(C(C)C)n2)c(C)s1 (stereo unspecified) | i |
| COCCNC(=O)C1(C)Cn2c(cc3ccsc32)C(=O)N1c1ccc(OC)cc1 (stereo unspecified) | i |
| OCC1(O)CCN(c2ccnc3c(C(F)(F)F)cccc23)CC1 | i |
| CCC1CN(Cc2cnc(N3CCCCC3)nc2)CCN1C(C)C (stereo unspecified) | i |
| Cc1ncsc1CCC(=O)NCc1nc(-c2ccccc2)n[nH]1 | i |
| CCc1c(C)nc2ncnn2c1Sc1ccc(NS(=O)(=O)c2ccccc2Cl)cc1 | i |
| CC(c1cccc(-c2ccc[nH]c2=O)c1)N1CCCC1 (stereo unspecified) | i |
| CC(c1ccc(C(=O)N(C)Cc2ccc3c(c2)OCO3)o1)N1CCCCC1 (stereo unspecified) | i |
| Cc1cccc(Nc2nc(N3CCCC(C)C3)nc3c2cnn3-c2ccccc2)c1 (stereo unspecified) | i |
| Cc1ncnc(NCc2cccnc2Oc2cccc(C(F)(F)F)c2)c1C | i |
| O=C(Nc1cccc(F)c1)C(=O)N1CCO[C@@H]2CCCC[C@H]21 | i |
| Cc1cnccc1N1CCCN(C(=O)CC2CCc3ccccc32)CC1 (stereo unspecified) | i |
| O=c1cc(CN2CCC3(CC2)c2ccccc2CC3O)nc2c(O)cccn12 (stereo unspecified) | i |
| CCC1CN(Cc2cnc(OC)nc2)CCC(=O)N1Cc1ccccc1 (stereo unspecified) | i |
| O=C(c1cccc(F)c1)N1CCN(S(=O)(=O)c2cc3c4c(c2)CCN4C(=O)CC3)CC1 | i |
| CCCc1ccc(S(=O)(=O)N2CCN(Cc3nc4cccnc4n3-c3cc(C)cc(C)c3)CC2)cc1 | i |

Part of the list above, reformatted.
| FECH block | molecule |
| --- | --- |
| i | COc1ccc(C(=O)Nc2cc(C)nn2-c2ncnc3c2cnn3-c2ccc(Cl)cc2)c(OC)c1 |
| i | COc1cccc(Nc2nc(N3CCN(CCO)CC3)nc3c2cnn3-c2ccccc2)c1 |
| i | Cc1oc(C(C)C)cc1C(=O)NCCC1CN(C)CCO1 (stereo unspecified) |
| i | O=C1CCC(=O)N1c1nc2n(n1)C(c1ccccc1Cl)C=C(c1ccc(Cl)cc1)N2 (stereo unspecified) |
| i | O=C(c1ccncn1)N1CCCC2(C=Cc3ccccc3O2)CC1 (stereo unspecified) |

Four compounds already listed, sorted by length of the SMILES, largest number first.
| Structure | FECH block |
| --- | --- |
| COc1cccc(Nc2nc(N3CCN(CCO)CC3)nc3c2cnn3-c2ccccc2)c1 | i |
| CC(c1ccc(C(=O)N(C)Cc2ccc3c(c2)OCO3)o1)N1CCCCC1 (stereo unspecified) | i |
| O=C(Nc1cccc(N2CCCS2(=O)=O)c1)c1ccccc1C(F)(F)F | i |
| O=C(c1ccncn1)N1CCCC2(C=Cc3ccccc3O2)CC1 (stereo unspecified) | i |

Continued.
| Structure | FECH block |
| --- | --- |
| CCC(=O)Nc1ccccc1-c1nnc(SCC(=O)Nc2cccc(OC)c2)[nH]c1=O | i |
| CN(CCc1cn[nH]c1)C(=O)c1cccc(C2CCNC2)c1 (stereo unspecified) | i |
| Cc1ccc(N(Cc2nc3nc(C)cc(C)n3n2)S(=O)(=O)c2ccc(C)cc2)cc1 | i |
| CCCOC1CCCN(C(=O)C2(N)CC2)C1 (stereo unspecified) | i |
| Cn1nc(C(=O)NCc2ccccc2)c2c1CCN(C(=O)C1CCCCC1)C2 | i |
| CC(c1cccnc1)N(C)C(=O)c1cc2n(n1)CCN(Cc1ccccc1)C2 (stereo unspecified) | i |
| COc1ncccc1C1CC(=O)NCc2nc3sccn3c21 (stereo unspecified) | i |
| Cc1ccc(Nc2cc(C)nc(Nc3ccc(NC(=O)c4ccc(C)c(C)c4)cc3)n2)cc1 | i |
| CCc1ccc(S(=O)(=O)NCc2nc3cccnc3n2Cc2ccccc2OC)cc1 | i |
| CC1(C(=O)NCCc2nc3ccccc3c(=O)[nH]2)CCCCO1 (stereo unspecified) | i |
| COc1ccc(N2CCCS2(=O)=O)cc1NC(=O)c1cccc(Cl)c1 | i |
| CCc1oc2c(-n3cnnc3)cccc2c1C | i |
| CN(Cc1ccoc1)C(=O)c1cn(Cc2cccc(C(F)(F)F)c2)nn1 | i |
| NC(=O)c1cncc(N2CCCC(C(=O)c3ccc4ccccc4c3)C2)n1 (stereo unspecified) | i |
| CCN1CCN(c2nc(Nc3cc(C)cc(C)c3)c3cnn(-c4ccccc4)c3n2)CC1 | i |
| c1ccc2ncc(Cn3cnnc3)cc2c1 | i |
| Cc1ccc(CN2CCCC(CNC(=O)CNC(N)=O)C2)cc1C (stereo unspecified) | i |
| Cc1nn(C)c(C)c1CCC(=O)NCC(O)c1ccccc1Cl (stereo unspecified) | i |
| CCc1cc(Sc2ccc(NC(=O)c3ccccc3Cl)cc2)n2ncnc2n1 | i |
| Cc1cccnc1CN(C)C(=O)c1cc(CN2CCC(Cc3ccccc3)CC2)on1 | i |
| CCc1nnc(CN2CCCN(CC3CC3)C(C(C)C)C2)o1 (stereo unspecified) | i |
| CCOc1cccc(CN(CCO)C(=O)c2ccco2)c1 | i |
| CCN(CC)C1CCN(C(=O)CCC(=O)NC2CCCCCCC2)C1 (stereo unspecified) | + |
| COCCn1c(CNS(=O)(=O)c2cc(C)c(C)cc2C)nc2cccnc21 | i |
| CCN1CCc2c(sc(NC(=O)c3ccc(Cl)cc3)c2C(=O)OC)C1 | i |
| CCC(=O)Nc1cccc(C(=O)NCCn2nc(C)c(CC)c2C)c1 | i |
| O=C(NCC1CCCN(Cc2ccncc2)C1)C1(C(F)(F)F)CC1 (stereo unspecified) | i |
| O=C(NCc1cnc2c(c1)CCC2)C1CC(=O)N(Cc2ccccn2)C1 (stereo unspecified) | i |
| CCCc1nnc2sc(Cc3ccccc3Cl)nn12 | i |
| COCCCn1ccnc1-c1ccc(C)c(F)c1C | i |
| CN(CC1COc2ccccc2O1)S(=O)(=O)c1cc(C(=O)N2CCCC2)cs1 (stereo unspecified) | i |
| O=C1NCCN(S(=O)(=O)NCc2ccccc2)C1c1cccc(F)c1 (stereo unspecified) | i |
| CCc1ccc(Nc2cc(C(C)C)nc3nc(-c4cccnc4)nn23)cc1 | i |
| CCOc1ccc(S(=O)(=O)N2CCN(c3cc(-c4cccc(OC)c4)ncn3)CC2)cc1 | i |
| CC(C)Nc1cc(C(C)C)nc2nc(-c3cccnc3)nn12 | i |
| Cc1ccccc1S(=O)(=O)Nc1cnc(N(C)CCCc2c(C)nn(C)c2C)c(C(=O)O)c1 | i |
| Fc1ccc(N2CCC(NCC3(Cn4cccn4)CC3)C2)cc1 (stereo unspecified) | i |
| CC(C)c1noc(C2CCCN2C(=O)c2cccc(Cn3cccn3)c2)n1 (stereo unspecified) | i |
| Cc1cc(F)ccc1NC(=O)CNC(C)Cn1cncn1 (stereo unspecified) | i |
| O=C1NCCCC[C@@H]1NS(=O)(=O)NCc1ccccc1 | i |
| COc1ccccc1-c1cccc(C(=O)NCCS(C)(=O)=O)c1 | i |
| O=C1C[C@H]2CC[C@@H](CN1)N2c1cncc(C(=O)N2CCOCC2)n1 | i |
| O=C(CCn1ccc(=O)[nH]c1=O)N1CCCC2(C=Cc3ccccc3O2)CC1 (stereo unspecified) | i |
| COc1ccc(-c2ccnc3[nH]ccc23)cc1OC | i |
| CCCN(CCC)c1ncc(NS(=O)(=O)c2ccc(OC)c(Cl)c2)cc1C(=O)O | i |
| COC(=O)c1ccc(C(=O)OC)c(NC(=O)N2CCC(n3c(C)nc4cccnc43)CC2)c1 | i |
| Cc1ccc(S(=O)(=O)Nc2nc3n(n2)C(c2ccccc2Cl)C=C(c2ccccc2)N3)cc1 (stereo unspecified) | i |
| CNC(=O)c1ccc(Cn2c(=O)c3cc(OC)c(OC)cc3n(CC(=O)NC3CCCC3)c2=O)cc1 | + |
| CCC(C)Nc1nc(Nc2cccc(F)c2)c2cnn(-c3ccccc3)c2n1 (stereo unspecified) | i |
| Cc1cc(C(=O)N2CC(c3ccncc3)C2)n[nH]1 | i |
| CCOC(=O)Cn1c(=O)n(-c2ccc(C)c(C)c2)c2nc(-c3ccc(OCC)cc3)nc(C(N)=O)c21 | i |
| O=C(c1ccc(CN2CCCCC2)cc1)N1CCCC1Cn1cccn1 (stereo unspecified) | i |
| CCCc1cc(C(=O)N2CCCCC2CCc2ccc(O)cc2)n[nH]1 (stereo unspecified) | i |
| O=C(CC1CCN(S(=O)(=O)c2ccccc2)CC1)N1CCCCCC1 | i |
| CC(C)(C)c1ncc2c(n1)CN(C(=O)C1CCS(=O)(=O)CC1)C2 | i |
| COc1ccccc1CCCNC1CCSC1 (stereo unspecified) | i |
| O=c1cc(CN2CCN(CCO)CC2)nc2nc(NCc3ccc(Cl)cc3)[nH]n12 | i |
| CCCS(=O)(=O)N1CCN(Cc2nc3cccnc3n2-c2ccc(CC)cc2)CC1 | i |
| Cc1nn(C)c(C)c1-c1ccnc(N(C)Cc2cc(-c3ccccn3)no2)n1 | i |
| CCC1=NOC(Cn2cnc(-c3ccccc3)c2-c2cc(C)[nH]n2)C1 (stereo unspecified) | i |
| CN1CCN(C(=O)c2cc3n(n2)CCN(Cc2c[nH]c4ccc(F)cc24)C3)CC1 | i |

Some of the compounds tested; count on the stated rates, not on these rows.
